High-throughput results as filed in PubChem.
M4 antag = antagonists of human muscarinic M4 receptor (CHRM4) | P08173 | CHO-hM4 cells, ACh EC80, Fluo-8 calcium fluorescence | inhibition, % at 3 µM | 0.73% of 360,000 active;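 active = inhibition above its plate's cutoff, the mean inhibition of sample wells plus 3 SD, cut at about 27% in these data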;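 note: 0% = acetylcholine EC80 with DMSO and 100% = DMSO without agonist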
Target sequence (P08173 whole entry, looked up): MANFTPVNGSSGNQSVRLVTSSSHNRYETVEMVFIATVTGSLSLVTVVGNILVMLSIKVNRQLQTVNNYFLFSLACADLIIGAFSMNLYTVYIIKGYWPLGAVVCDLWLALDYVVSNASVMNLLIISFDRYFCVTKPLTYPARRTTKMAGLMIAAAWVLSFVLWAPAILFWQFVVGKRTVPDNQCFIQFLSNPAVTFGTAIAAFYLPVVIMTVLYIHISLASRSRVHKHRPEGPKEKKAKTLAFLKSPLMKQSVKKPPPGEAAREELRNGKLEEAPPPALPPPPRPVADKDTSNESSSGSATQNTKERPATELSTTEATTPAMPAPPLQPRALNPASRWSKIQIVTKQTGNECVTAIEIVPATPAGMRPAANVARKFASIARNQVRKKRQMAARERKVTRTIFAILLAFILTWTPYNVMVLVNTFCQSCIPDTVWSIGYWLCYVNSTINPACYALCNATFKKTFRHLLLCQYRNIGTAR
OXTR potentiator = human OXTR potentiation | 0.061% of 320,000 active | AID 2445 | CHO-OTR cells, Fluo-8 calcium fluorescence, potentiator mode; 0% = oxytocin EC15, 100% = EC100 | activation, % at 3 µM | P30559;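 active = activation above that plate's cutoff, the mean activation of tested compounds plus 3 SD, cut at about 6.6% in these data, passing the limit was not always enough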;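 note: 100% uses oxytocin at 75 nM as the full agonist control; some results filed as inactive read as strong as hits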
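Assay system: CHO-OTR cells, human receptor / Also added: oxytocin at about EC15, sub-maximal agonist stimulus / Dosing: single dose, 3.0 µM nominal final compound concentration / Incubation: 6 min pre-incubation, 100 s read / Technique: Fluo-8 calcium dye fluorescence / Read-out: % activation vs EC15 and EC100 oxytocin / Benchmarks: EC15 oxytocin low, 75 nM oxytocin high / Replicates: singlicate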
CHRM1 PAM = potentiates human M1 receptor response to acetylcholine. P11229. CHO-K1 hM1, Fluo-8 calcium fluorescence, ACh EC20; 0% = ACh EC20, 100% = maximal ACh. activation, % at 3 µM. 0.088% of 360,000 active; in the data active = activation above about 19%, passing the limit was not always enough
Target sequence (P11229 whole entry, looked up): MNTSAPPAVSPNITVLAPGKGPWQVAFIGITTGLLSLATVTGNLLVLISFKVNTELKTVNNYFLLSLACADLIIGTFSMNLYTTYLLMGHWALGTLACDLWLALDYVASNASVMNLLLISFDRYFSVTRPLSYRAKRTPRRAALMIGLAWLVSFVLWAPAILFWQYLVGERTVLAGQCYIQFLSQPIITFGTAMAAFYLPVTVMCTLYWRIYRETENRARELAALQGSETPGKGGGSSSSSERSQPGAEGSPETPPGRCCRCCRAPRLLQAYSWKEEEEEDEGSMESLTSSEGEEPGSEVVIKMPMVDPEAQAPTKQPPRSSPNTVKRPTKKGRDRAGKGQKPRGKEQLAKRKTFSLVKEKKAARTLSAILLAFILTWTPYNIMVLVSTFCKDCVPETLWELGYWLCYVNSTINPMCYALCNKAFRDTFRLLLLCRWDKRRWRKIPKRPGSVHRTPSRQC
M1 antag = blocks human M1 muscarinic receptor | CHO-K1 hM1, Fluo-8 calcium fluorescence, ACh EC80 antagonist | inhibition, % at 3 µM | P11229 | 1.3% of 360,000 active;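 active = percent inhibition above its own plate's cutoff, namely the mean of that plate's compound wells plus 3 SD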;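 note: peak over basal fluorescence ratio during 140 s after agonist addition; 0% = ACh EC80 plus DMSO and 100% = DMSO alone without agonist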
M1 ag parental = M1 agonist counterscreen hit in parental CHO-K1 cells; Fluo-8 calcium fluorescence; scaled to maximal ATP response, vehicle zero; activation, % at 3 µM; 0.48% of 360,000 active; AID 602248; in the data active = activation above about 15%;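 note: untransfected CHO-K1 host cells lacking M1 receptor as counterscreen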
CHO parental Ca = signal in parental CHO cells, OX1R antagonist counter-screen. parental CHO-K1, ATP-induced calcium, Fluo-8 fluorescence. inhibition, % at 5.6 µM. 0.63% of 330,000 active;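 active = inhibition above that plate's mean sample inhibition plus 3 SD, cut at about 26% in these data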;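 note: 0% = ATP-challenged DMSO wells and 100% = DMSO wells without ATP; some compounds past the cut are filed as inactive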
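Material: Parental CHO cells | Reagent: ATP | Compound dosing: Single nominal dose of 5.6 µM per compound | Detection: Intracellular calcium via Fluo-8 no-wash fluorescent dye | Read-out: % inhibition of ATP-induced calcium mobilization | Benchmarks: Low control ATP plus DMSO, high control DMSO only | Replicates: Singlicate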
M1 ag = activates human CHRM1 receptor; 0.33% of 360,000 active; CHO-K1 hM1, Fluo-8 calcium fluorescence, agonist mode; 0% DMSO, 100% acetylcholine EC100; activation, % at 3 µM; P11229; AID 588814;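 active = activation above the run's mean compound activation plus 3 SD, cut at about 16% in these data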;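 note: peak over basal fluorescence ratio within a 140 s kinetic read after compound addition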
CHO-K1 Ca antag = counter-screen for M1 antagonists: effect in parental CHO-K1 cells; ATP-induced calcium, Fluo-8 fluorescence; inhibition, % at 3 µM; 0.6% of 360,000 active; AID 602250;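 active = inhibition above a per-plate cutoff, the plate's mean sample inhibition plus 3 SD, cut at about 24% in these data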;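 note: 0% = DMSO plus EC80 ATP and 100% = DMSO alone without ATP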
CHRM4 agonist = agonists of human muscarinic M4 receptor (CHRM4). CHO-K1 hM4/Gqi5, Fluo-8 calcium fluorescence; vehicle 0%, full acetylcholine response 100%. AID 624127. 0.14% of 360,000 active. activation, % at 3 µM;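 active = activation above the run mean over all test wells plus 3 SD, cut at about 32% in these data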;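 note: peak over basal fluorescence ratio per well then scaled between controls; 0% = DMSO wells and 100% = acetylcholine at EC100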
Active calls of the source: *; · = not tested or not shown. Rows are unselected. About 2.9% of those tested had a hit in this group.

SMILES | M4 antag | OXTR potentiator | CHRM1 PAM | M1 antag | M1 ag parental | CHO parental Ca | M1 ag | CHO-K1 Ca antag | CHRM4 agonist
O=[N+]([O-])c1cc(/C=N/N2CCN(C3c4ccccc4-c4ccccc43)CC2)ccc1Cl | 12 | -4 | -2 | 6 | 0.7 | -13 | -2 | -6 | -1
N#Cc1ccc(S(=O)(=O)N2CCCN(c3nc4ccc(Cl)cc4s3)CC2)cc1 | 7 | -6 | -9 | 17 | 5.0 | -31 | -3 | -3 | 10
CCC(C)/C(C)=N/NC(=O)CNS(=O)(=O)c1ccc([N+](=O)[O-])cc1 (stereo not drawn) | -2 | -3 | -5 | 8 | 0.4 | -9 | -3 | 10 | 3
O=C(Nc1ccc(F)cc1)c1cccc2c1C(=O)N(CC1CCCO1)C2 (stereo not drawn) | -1 | -5 | 1 | -5 | 0.1 | -1 | -4 | 3 | -1
Cc1c(N(CC(=O)O)S(=O)(=O)c2ccccc2)c(=O)n(-c2ccccc2)n1C | 1 | -8 | 8 | -5 | 0.7 | 14 | -7 | -14 | 1
Cc1cc(=O)n(C(C)(C)C)c(=O)n1Cc1ccccc1 | 3 | -9 | 16 | -22 | 0.2 | 0 | -6 | -5 | 0
COc1ccc(Cl)cc1C(=O)NNC(=O)c1ccc(F)c(S(=O)(=O)N2CCOCC2)c1 | 1 | -10 | -5 | 4 | 0.1 | -20 | -2 | -4 | 5
O=S(=O)(Cc1ccccc1)NC1c2ccccc2Oc2ccccc21 | -3 | · | -4 | -7 | 0.2 | · | -7 | -7 | 2
CCOc1ccc2c(c1)c1nnc(SCC3CCCO3)nc1n2C (stereo not drawn) | -4 | -5 | 5 | -10 | -0.5 | -23 | -6 | -13 | 1
O=[N+]([O-])c1cc(S(=O)(=O)NCCCN2CCOCC2)ccc1Cl | -2 | -4 | 3 | -3 | 0.1 | -12 | -4 | -4 | 1
Cc1cccc(C)c1-n1c(C)cc(/C=N/NC(=O)c2ccncc2)c1C | -11 | -8 | 4 | -7 | 0.6 | -13 | 5 | -1 | 1
COc1ccc(Sc2nnc(-c3ccccc3)cc2C#N)cc1 | 2 | -9 | 3 | -7 | -0.3 | -9 | -4 | -4 | 0
CC(C)OCCCNC(=O)c1cccc2c1C(=O)c1ccc(Cl)cc1S2(=O)=O | -14 | -2 | 3 | -1 | 0.7 | -26 | -5 | -14 | 9
CCOC(=O)c1cc2sccc2n1Cc1ccc(C#N)cc1 | -1 | -4 | -5 | 3 | 0.5 | -15 | -7 | -4 | -1
Cc1sc(NC(=O)c2ccccc2F)c(CN2CCCCC2C)c1C (stereo not drawn) | -5 | 2 | 3 | -2 | -0.2 | -10 | -9 | -10 | 1
CCC(=O)/C=C1/Sc2ccc(OC)cc2N1CC | -12 | 0 | 9 | -10 | -1.1 | -13 | -9 | -19 | -2
O=C(CSc1nc2cc(Cl)ccc2s1)NC1CCCc2ccccc21 (stereo not drawn) | 4 | -10 | 11 | -11 | -0.3 | -37 | 0 | -4 | 0
COc1cc(CNc2ncnc3c2[nH]c2ccc(C)cc23)cc(OC)c1 | 9 | -13 | -7 | 7 | 12 | 3 | 1 | -2 | 15
Cn1c(CN2CCN(C(=O)c3ccccc3)CC2)nc2cc([N+](=O)[O-])ccc21 | 0 | -3 | -3 | 0 | 0.1 | -5 | -12 | 1 | 0
Nn1c(SCc2cn3ccsc3n2)nnc1-c1ccncc1 | 0 | -11 | 6 | -9 | 0.1 | 2 | -4 | -11 | 1

3 entries drawn at random from those above, as already listed:
SMILES | M4 antag | OXTR potentiator | CHRM1 PAM | M1 antag | M1 ag parental | CHO parental Ca | M1 ag | CHO-K1 Ca antag | CHRM4 agonist
Cc1cccc(C)c1-n1c(C)cc(/C=N/NC(=O)c2ccncc2)c1C | -11 | -8 | 4 | -7 | 0.6 | -13 | 5 | -1 | 1
O=[N+]([O-])c1cc(/C=N/N2CCN(C3c4ccccc4-c4ccccc43)CC2)ccc1Cl | 12 | -4 | -2 | 6 | 0.7 | -13 | -2 | -6 | -1
Cc1cc(=O)n(C(C)(C)C)c(=O)n1Cc1ccccc1 | 3 | -9 | 16 | -22 | 0.2 | 0 | -6 | -5 | 0

Additional structures follow:
SMILES | M4 antag | OXTR potentiator | CHRM1 PAM | M1 antag | M1 ag parental | CHO parental Ca | M1 ag | CHO-K1 Ca antag | CHRM4 agonist
Cc1nn(-c2cccc(Cl)c2)c2nc(-c3ccncc3)cc(C(=O)N3CCOCC3)c12 | -2 | -5 | -3 | 4 | 6.0 | -14 | -4 | -9 | 15
CCOC(=O)/C(=N/Nc1ccc(Cl)cc1)Sc1nnnn1-c1ccc(C)cc1 | 18 | -6 | 4 | -8 | 0.0 | 0 | -5 | 11 | 0
COc1cccc(-c2cnc(C(O)c3c(C)cccc3C)[nH]2)c1 (stereo not drawn) | 2 | · | 6 | -9 | 1.7 | · | -2 | -5 | 1
O=C(Cn1nc(-c2ccccc2)ccc1=O)Nc1ccc(NC(=O)c2ccccn2)cc1 | -5 | -4 | 8 | -6 | 0.5 | -12 | -4 | -11 | 0
CCN(CC)CCOC(=O)c1ccc(Cl)cc1Cl | 4 | 0 | -1 | -3 | 1.0 | 7 | -5 | -13 | 1
CS(=O)(=O)c1ccc(C(=O)N2CCc3ccccc3C2)cc1 | 7 | 0 | 9 | -8 | 0.3 | 0 | -4 | 1 | -1
COC(=O)[C@H](Cc1ccccc1)NC(=O)NCc1cccs1 | -1 | -2 | 7 | -1 | 9.1 | 9 | -7 | -5 | 1
Cc1cc(-c2cccnc2)c(C#N)c(SCC#N)n1 | -2 | 0 | -3 | 6 | 0.8 | -12 | -9 | -21 | 2
NC(Cc1ccc(C(F)(F)F)cc1)c1csc(Nc2nncc3ccccc23)n1 (stereo not drawn) | 7 | · | 12 | -7 | 5.4 | · | 6 | 9 | 23
O=C(CCCn1c(=S)[nH]c2ccc(Br)cc2c1=O)NCc1ccccn1 | -5 | -8 | 3 | -4 | -0.2 | 7 | -2 | -8 | 0
O=C(CN1C(=O)CC(c2ccco2)Sc2ccccc21)NCc1ccc2c(c1)OCO2 (stereo not drawn) | -9 | -3 | -3 | 0 | 5.7 | -8 | -1 | -2 | 13
CCOc1cc(/C=N/NC(=O)c2cccnc2)ccc1OCC(=O)N(C)C | -1 | -8 | 7 | -6 | 0.1 | -13 | -3 | -7 | 1
COC(=O)c1ccccc1NC1=C/C(=N\S(=O)(=O)c2ccc(C(=O)O)cc2)c2ccccc2C1=O | 2 | -3 | -1 | 11 | 0.7 | -8 | -2 | 5 | 5
CC(=O)OC[C@@H]1CN(Cc2cccc(C(F)(F)F)c2)C[C@H](n2cnc3c(N4CCOCC4)ncnc32)O1 | -18 | · | 5 | -12 | 0.6 | · | -5 | 5 | 2
Cn1c(SCC(N)=O)nnc1-c1ccccc1 | 3 | -7 | 14 | -14 | 0.8 | 10 | -3 | -14 | 0
O=C(CCCN1C(=O)/C(=C\c2cccs2)SC1=S)Nc1ccccn1 | -12 | -9 | 5 | -10 | 1.0 | -10 | -5 | -15 | 2
CC1CCCCN1C(=O)c1cc(Cl)ccc1[N+](=O)[O-] (stereo not drawn) | -7 | -1 | 6 | 3 | 0.8 | -4 | -8 | -12 | 1
Clc1cccc(Cc2c(-c3cccc(Cl)c3)nc3ccc(Br)cn23)c1 | -27 | · | 2 | -34 | 0.2 | · | -7 | -11 | 0
CC1CCN(CC(CS(=O)(=O)c2ccc([N+](=O)[O-])cc2)N2CCC(C)CC2)CC1 (stereo not drawn) | -1 | -8 | -4 | 11 | -0.4 | -10 | -6 | 11 | 0
Cc1ccc(-c2nnc(Nc3ccc(CC(N)=O)cc3)c3ccccc23)cc1S(=O)(=O)NCC1CCCO1 (stereo not drawn) | 7 | -5 | 4 | -6 | -0.5 | -3 | -5 | 6 | 1
COc1ccc(NC(=O)Nc2ccc(Br)c(C)c2)cc1 | 10 | -6 | -4 | 16 | 5.3 | 16 | -3 | 0 | 7
Cc1ccc(-n2ncc3c(SCC(=O)NNC(=O)C(C)C)ncnc32)cc1 | -3 | -8 | 15 | -13 | -0.4 | 0 | 2 | -7 | 1
CCc1ccccc1Nc1ncnc2ccccc12 | -11 | 0 | 4 | -16 | 5.8 | -10 | 0 | -14 | 5
NC(=O)C1CCN(C(=O)C2CCC(=O)N(Cc3ccc(Cl)cc3)C2)CC1 (stereo not drawn) | -4 | 0 | 12 | -9 | 0.9 | -9 | -2 | -8 | 1
CCOC(=O)C1=C(C)OC(N)=C(C#N)C1c1c(C)nn(-c2ccccc2)c1Cl (stereo not drawn) | -3 | -9 | -3 | 11 | 1.3 | -17 | 0 | -4 | 3
COc1ccccc1CNC(=O)CN1C(=O)NC2(CCC(C)CC2)C1=O (stereo not drawn) | 7 | -4 | 1 | -3 | 0.2 | -15 | -5 | -12 | 0
Cc1nn(-c2ccc(Cl)cc2)c(=O)c2ccccc12 | 5 | -7 | -5 | 20 | 0.1 | -1 | -3 | 8 | 0
CCOC(=O)Cc1csc(NC(=O)CSc2nnc(C(C)C)n2C)n1 | -2 | -6 | 5 | -5 | 0.4 | -12 | -2 | -4 | 1
CC(C)(C)C(=O)Nc1ccc(N=Nc2ccccc2)cc1 | -4 | 2 | 8 | -7 | 1.1 | -11 | -2 | -4 | 2
CCCOc1ccc(C(=O)c2ccccc2C(=O)O)cc1OCCC | -1 | -2 | 9 | -35 | 0.2 | 6 | 1 | -22 | 1
COc1ccc2c(c1)S/C(=C\C(=O)c1ccncc1)N2C | -3 | -19 | 10 | -12 | 0.3 | -7 | -4 | -12 | 0
Cc1ccc(NC(=O)c2ccc(CSc3ncnc4nc[nH]c34)cc2)c(C)c1 | -3 | -21 | -7 | 9 | 4.0 | 3 | -1 | -3 | 12
Cc1cc(/C=C(\C#N)C(=O)OCC#N)c(C)n1CC(C)C | -14 | -7 | 16 | -13 | 2.2 | -11 | -11 | -17 | 2
Cc1nc(NC(=O)c2ccc(Cl)cc2)sc1Cc1ccc2c(c1)OCO2 | 2 | -11 | -3 | 6 | 1.6 | -13 | -5 | 2 | 0
Cn1nc(OCC(=O)O)cc1C(F)(F)F | -3 | -2 | -4 | 15 | 0.1 | -10 | -1 | -7 | 0
Fc1ccccc1N1CCN(Cc2cc(-c3ccccc3)on2)CC1 | 9 | 1 | -2 | 7 | 0.3 | -12 | -6 | -14 | 1
Cc1ccc(-c2nc3ccc(C)cn3c2Cc2cccc(F)c2)cc1 | -4 | · | · | · | 2.2 | · | · | -10 | 5
Cc1ccc(S(=O)(=O)NC(=O)c2cc(C)n(-c3ccccc3)c2C)cc1 | -7 | -11 | 7 | -2 | 4.7 | -10 | -7 | 0 | 1
CC(C)Cc1nc2oc3c(Cl)ncnc3c2c2c1CCC2 | 19 | -7 | 12 | -13 | -0.3 | -5 | -3 | -5 | 0
Cn1c(=O)c2nc(-c3ccccc3)c(-c3ccccc3)nc2n(C)c1=O | 8 | -10 | -14 | 31 | 3.1 | 0 | -6 | 7 | 9
Cc1nn(C)c(C)c1S(=O)(=O)N1CCCC(C(=O)NC2CCCCCC2)C1 (stereo not drawn) | -19 | -4 | 3 | -3 | 1.9 | -6 | -1 | 2 | 2
